SIAH1 antagonists – blockers of Siah-1 interaction with plectin peptide – biochemical, fluorescence polarization, rhodamine-plectin, uHTS, primary screen (AID 1817); Siah-1 / rhodamine-plectin peptide fluorescence polarization; higher % means a stronger effect; displacement, % at 20 µM, or IC50 in µM where a hit was titrated; 290,000 tested, 0.02% active;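 active = displacement of at least 50% at 20 µM, with a fluorescence ratio check between 0.3 and a set limit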;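 also: plate controls were Siah plus tracer with DMSO for no effect and tracer alone without Siah for full effect; strong numbers were not always called active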
UTI89 phage lysis – protection from phage-mediated lysis, alamar blue read-out – E. coli UTI89, K1F phage, bacterial capsule biogenesis inhibitors (AID 488966); E. coli UTI89 K1F phage lysis, alamar blue, 2 h; higher % means a stronger effect; 340,000 tested, 0.02% active; inhibition, % at 100 µM; hits with a dose series show IC50 in µM;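 active = phage lysis inhibition, versus mean bacterial control, above a set limit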;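 also: capsule biogenesis inhibitors block K1F phage lysis so surviving cells raise fluorescence; higher fluorescence means more inhibition of phage lysis; actives were called in the ten point dose series up to 300 µM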
Hep lipid drop – hepatic lipid droplet formation modulation. inhibition, % at 6.5 µM. AML12 mouse hepatocytes, oleate lipid droplets, BODIPY imaging. 240,000 tested, 0.4% active;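 active = lipid droplet intensity inhibited by at least 50%, with more than 500 cells counted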
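Assay system: AML12 mouse liver cells | Compound: 6.5 µM single-point dosing | Schedule: Overnight exposure | Technique: Fluorescence imaging, 20x objective, two fields per well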
Hep lipid drop cells 6.5 µM – also measured in Hep lipid drop; calls as there; cell count; measured here: cell count, cytotoxicity flag;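 cells counted across two imaged fields per well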
* = called active by the depositor; [ ] = dose if it differs, or a comment.

smiles	SIAH1 antagonists	UTI89 phage lysis	Hep lipid drop	Hep lipid drop cells 6.5 µM
CC1CC(=O)N(CC(=O)Nc2cccc(Cl)c2)c2ccccc2S1(=O)=O (stereo not given)	3%	0.0%	-1	714
Cc1ccc(C(=O)Nc2cccc(NC(=O)CN3CCCCC3)c2)cc1	-2%	0.3%	14	859
O=C(Cc1ccc(Cl)cc1)Nc1cccnc1	-6%	-0.9%	-8	863
COc1ccc(NC(=O)c2sc3nc(N4CCOCC4)c4c(c3c2N)CC(C)(C)OC4)cc1	-1%	-0.5%[50 µM]	-1	839
NC(=O)CC(NC(=O)Cc1ccc(Cl)cc1)c1ccc(N2CCN(c3ccccn3)CC2)c([N+](=O)[O-])c1 (stereo not given)	7%	-1.0%	0	757
COc1ccc(F)cc1CN1CCN(C(=O)CCC(=O)Nc2nnc(C3CCCCC3)s2)CC1	-7%	-3.2%	0	758
O=C(CN1CCCCCC1)Nc1ccc([N+](=O)[O-])cc1Cl	6%	-1.1%	-2	815
Nc1cccc(NC(=O)c2ccco2)c1	-3%	0.1%	-1	867
O=C(CN(CC1CCCO1)C(=O)CNS(=O)(=O)c1ccc(F)cc1)NC1CCCC1 (stereo not given)	3%	0.1%	-5	797
Cc1ccccc1-n1ncc2c1CC(C)(C)CC2NC(=O)CCC(F)(F)F (stereo not given)	6%	0.0%	-6	780
COc1cccc(N2CCN(C(=S)Nc3ccc(F)cc3)CC2)c1	-2%	2.2%	-11	743
COc1ccc(CCN=C(N)NS(=O)(=O)c2ccc(C)c(C)c2)cc1OC	2%	1.7%[50 µM]	-3	833

Some of these compounds in order of their number in SIAH1 antagonists, largest number first.
compound | SIAH1 antagonists
NC(=O)CC(NC(=O)Cc1ccc(Cl)cc1)c1ccc(N2CCN(c3ccccn3)CC2)c([N+](=O)[O-])c1 (stereo not given) | 7%
O=C(CN1CCCCCC1)Nc1ccc([N+](=O)[O-])cc1Cl | 6%
COc1ccc(NC(=O)c2sc3nc(N4CCOCC4)c4c(c3c2N)CC(C)(C)OC4)cc1 | -1%
COc1cccc(N2CCN(C(=S)Nc3ccc(F)cc3)CC2)c1 | -2%
Nc1cccc(NC(=O)c2ccco2)c1 | -3%
COc1ccc(F)cc1CN1CCN(C(=O)CCC(=O)Nc2nnc(C3CCCCC3)s2)CC1 | -7%

Following part
smiles	SIAH1 antagonists	UTI89 phage lysis	Hep lipid drop	Hep lipid drop cells 6.5 µM
Cc1cccc(N(CC(=O)NC(C)C)C(=O)CCC(=O)Nc2nccs2)c1	2%	0.1%	8	857
Cc1cc(=O)oc2c3c(cc(OCC(=O)NCCC(=O)N[C@@H](C)C(=O)O)c12)OC(C)(C)CC3	-2%	1.3%[50 µM]	16	761
Cc1cc(C)n(CC(=O)NC2CCCN(Cc3ccc(Cl)cc3)C2)n1 (stereo not given)	-5%	-0.1%	-7	633
O=C(CNC(=S)N(CCCN1CCOCC1)Cc1cccs1)NCc1ccc(Cl)cc1	0%	1.2%	-7	736
COc1ccccc1C(=O)NNC(=O)C(=O)N1CCCCC1	0%	0.0%	-2	705
COc1ccc(N2CCN(CC(=O)c3ccc(Cl)cc3)CC2)cc1	-2%	1.6%[50 µM]	7	786
Cc1cc(NC(=O)c2cccnc2)ccc1Br	1%	0.3%	-5	805
Cc1ccc(NC(=O)Nc2cc(C(F)(F)F)c[nH]c2=O)cc1	2%	-0.3%	4	755
O=C(COc1ccc(S(=O)(=O)N2CCCCC2)cc1Cl)N1CCOCC1	-8%	0.1%	-2	736
Cc1ccc(N2CC(C(=O)NC3CC3)CC2=O)cc1Cl (stereo not given)	-5%	0.0%	-15	825
Cc1ccc(C2=NS(=O)(=O)N(C)C(C(=O)NC3CCCCC3)=C2)cc1	-2%	1.9%	-19	715
COc1ccc(/C(C)=N\NC(=O)CNC(=O)C(c2ccccc2)c2ccccc2)cc1OC	9%	1.6%	6	753
CCOc1cc(NC(=O)C(C)C)c(OCC)cc1NC(=O)Nc1ccccc1	1%	0.3%	0	794
COc1ccccc1N1CCN(C(=O)c2cc3cc(F)ccc3[nH]2)CC1	4%	1.7%	9	854
COc1ccc(NC(=O)c2sc3nc(N4CCOCC4)c4c(c3c2N)CC(C)(C)OC4)c(OC)c1	2%	-0.1%	0	710
O=C(Nc1ccncc1)C1CC(=O)N(c2ccc(F)cc2)C1 (stereo not given)	6%	0.1%	5	768
O=C(N/N=C\c1cccnc1)c1ccc(Cl)s1	10%	-0.1%	-4	863
CCC(C)C(=O)Nc1ccccc1N1CCN(c2ccc(F)cc2)CC1 (stereo not given)	2%	-0.9%	-25	812
CCC1CN(C(=O)NCc2ccc(F)cc2)c2cc(C)ccc2O1 (stereo not given)	4%	1.4%[50 µM]	6	851
Cc1c(Cl)cccc1NC(=O)Nc1cnccn1	11%	0.7%[50 µM]	8	735
COCCNC(=O)COc1coc(CN2CCN(Cc3ccccc3)CC2)cc1=O	5%	0.1%	-26	654
O=C(NCC1CCCCC1)c1cc(Br)ccc1Cl	3%	0.2%	-5	793
Cc1c(NS(=O)(=O)c2ccc([N+](=O)[O-])cc2)c(=O)n(-c2ccccc2)n1C	13%	0.1%	0	831
O=C(NCCN1CCN(c2ccccc2F)CC1)c1ccc2nc3ccccc3c(=O)n2c1	6%	-0.2%	-1	833
Cc1ccc(C)c2[nH]c(=O)c(CCNC(=O)CCc3ccccc3)cc12	4%	0.2%	-1	748
O=C(Nn1cnnc1)c1ccccc1Cl	-3%	0.2%	-8	851
Cn1cc([N+](=O)[O-])cc1-c1nc2ccccc2n1C	1%	0.5%	2	796
COCCCN1C(=O)C2C(C(=O)Nc3cccc(Cl)c3)C3C=CC2(O3)C1C(=O)NC1CCCCC1 (stereo not given)	1%	-0.1%	-28	734
Cc1cc(NC(=O)CSc2nnc(CNC(=O)c3c(F)cccc3F)o2)no1	-3%	1.2%[50 µM]	1	826
COC(=O)C1(C)NC(c2ccc(C)cc2)C2C(=O)N(c3ccc(F)cc3)C(=O)C21 (stereo not given)	-4%	-2.4%	4	804
COc1ccc(N2CCN(Cc3cc4c(cc3Br)OCCO4)CC2)cc1	2%	0.1%	-17	795
CC(=O)c1c(-c2ccccc2)[nH]c2ccccc12	1%	-0.8%	-16	744
O=C(NC1CCCN(Cc2ccc(Cl)cc2)C1)c1ccoc1 (stereo not given)	-1%	0.3%	-3	755
COc1ccc(-c2c(C)c3ccc(O)cc3oc2=O)cc1OC	-2%	0.5%	-12	774
Cc1ccc(CN(Cc2ccco2)C(=O)c2ccco2)cc1	-4%	0.1%	-11	594
CCC(c1nnc(SCC(=O)Nc2cccc(S(N)(=O)=O)c2)n1-c1ccc(OC)cc1)N(C)C (stereo not given)	3%	0.6%	2	752

Compound profiles, from the list above. Order of values: SIAH1 antagonists, UTI89 phage lysis, Hep lipid drop, Hep lipid drop cells 6.5 µM
COC(=O)C1(C)NC(c2ccc(C)cc2)C2C(=O)N(c3ccc(F)cc3)C(=O)C21 (stereo not given) as listed: -4%, -2.4%, 4, 804
O=C(Nn1cnnc1)c1ccccc1Cl as listed: -3%, 0.2%, -8, 851

Next results
smiles	SIAH1 antagonists	UTI89 phage lysis	Hep lipid drop	Hep lipid drop cells 6.5 µM
COc1ccccc1N1CCN(C(=O)CNC(=O)Cn2cnc3sc(C)c(C)c3c2=O)CC1	-3%	1.6%	0	773
O=C(CN1CCOCC1)NCCNS(=O)(=O)c1ccccc1	-1%	-0.2%	-22	793
COc1ccc(-c2oc3ccc(N4CCOCC4)cc3c2/C=C/c2ccc(OC)c(OC)c2)cc1	-2%	-0.3%	18	773
O=C(CNC(=O)c1cccs1)OCc1c(F)cccc1Cl	0%	0.2%	-5	782
CCc1ccc(OCC(=O)O/N=C(\N)c2ccncc2)cc1	-4%	1.2%	6	685
Cc1ccc(C(=O)Nc2nc(-c3ccc(F)cc3)cs2)o1	4%	-2.0%	-1	824
Cc1cccc(C(=O)Nc2c(C(=O)N3CCN(C)CC3)cnn2-c2ccccc2)c1	2%	1.2%[50 µM]	9	682
OCCN(CCCn1c(C(F)(F)F)nc2ccccc21)c1nc(CN2CCCCC2)cs1	-2%	2.5%	-15	786
Cc1ccc(N(O)C(=O)NCCCCNC(=O)N(O)c2ccc(C)cc2)cc1	-5%	-0.9%[50 µM]	-1	814
Cc1csc(NC(=O)CSc2nnc(-c3cccnc3)o2)n1	-1%	0.0%	1	712
Cn1ccc(C(=O)OCC(=O)Nc2ccccc2Cl)n1	-2%	-1.4%	-5	743
Cc1cccc(NC(=O)NC2CCCCCCC2)c1	-5%	-0.1%	-5	706
CCOC(=O)CSc1nnc(-c2ccccc2)c(-c2ccccc2)n1	3%	2.1%[50 µM]	4	759
CCOc1ccc(/C=N/NC(=O)c2cc3c(OC)cccc3[nH]2)cc1	22%	0.0%	-3	790
CC(C)c1cc(CNC(=O)C2CCC(=O)N(Cc3ccccc3F)C2)on1 (stereo not given)	-1%	0.1%	-17	684
O=C(NC1CCCc2ccccc21)c1ccccc1OC(F)F (stereo not given)	1%	0.8%	2	789
Cc1ccc(S(=O)(=O)NCC(=O)N2CCCC2C(=O)O)cc1 (stereo not given)	4%	0.2%	6	808
Cc1ccccc1-c1nc(CS(=O)CC(=O)NCc2ccc3c(c2)OCO3)c(C)o1 (stereo not given)	4%	0.4%	0	692
CCc1nc2ccc(C(=O)N3CCN(c4ccccc4F)CC3)cc2nc1CC	12%	0.5%	12	705
CN(C)C(=O)CSc1ncccc1-c1nc2ccccc2[nH]1	2%	-1.5%	4	798
CCc1ccc(NC(=O)c2ccc(S(=O)(=O)NCc3cccnc3)cc2)cc1	0%	0.2%	0	842
CCOc1ccccc1CNC(=O)C1CCN(c2nn3c(=O)cc(C)nc3s2)CC1	-2%	0.1%	-27	713
O=C(COC(=O)c1cc([N+](=O)[O-])ccc1N1CCOCC1)Nc1ccc(Cl)cn1	3%	1.3%[50 µM]	-20	674
Cc1ccccc1NS(=O)(=O)c1cccc(C(=O)Nc2cccc(C(=O)O)c2)c1	0%	0.1%	-2	823
O=C(NCc1ccc2c(c1)OCO2)c1ccc2c(c1)OCO2	-9%	0.1%	0	689
Cc1ccc(C)c(S(=O)(=O)N2CCN(C(=O)CCNS(=O)(=O)c3ccccc3)CC2)c1	2%	1.0%[50 µM]	-28	810
CCn1c(SCC(=O)NC2CC2)nnc1-c1ccncc1	-2%	0.1%	4	837
O=C(Nc1ccc(NC(=O)c2ccccc2F)cc1)c1ccccc1F	13%	0.7%	-1	885
COc1ccc(CN2CCC(Oc3ccc(C(=O)NCc4ccccn4)cc3)CC2)c(F)c1	-4%	1.1%[50 µM]	0	833
COc1ccc(CNC(=O)C(OC(=O)c2cccs2)C(C)C)cc1 (stereo not given)	-5%	-0.2%	-4	761
COc1ccc(C(CNC(=O)COc2ccc([N+](=O)[O-])cc2)N2CCCCC2)cc1 (stereo not given)	-3%	0.2%	-24	725
COC(=O)c1ccc(NC(=O)N(c2ccccc2)c2ccccc2)cc1	3%	0.4%	-4	779
Cc1ccccc1N(CC(=O)NC1CCCCC1)C(=O)CNC(=O)c1cccs1	-7%	-0.3%	-14	765
CCCNC(=O)C1CC(=O)N(c2ccc(OCc3ccc(F)cc3)cc2)C1 (stereo not given)	0%	-1.5%	7	826
CCCn1cc(S(=O)(=O)c2ccc(OC)cc2)c(=O)c2cc(OC)ccc21	-1%	-0.2%	-8	754
CCN(Cc1nc2ccccc2n1C)c1ccccc1	3%	0.2%	0	764
COc1ccccc1CNC(=O)c1cc(C(C)=O)c[nH]1	4%	0.4%	-2	840
Cc1cc(Cl)cc(C)c1OCCOCCNCc1ccccc1	-4%	0.6%	0	804
O=C(O)c1ccc2c(c1)c1c3n2CCNC3CCC1 (stereo not given)	2%	0.1%	-2	830
CN1CCN(C(=O)C2CCCN(c3ncnc4c3nc3n4CCCCC3)C2)CC1 (stereo not given)	9%	0.5%	-19	611
Nc1ccc(-c2nnn(Cc3ccccc3F)n2)cc1	1%	0.8%	7	771
Cc1ccc(S(=O)(=O)NCc2cccnc2)cc1C(=O)N1CCCC1	-3%	0.1%	12	827
O=C(Cn1ncc2c3ccccc3n(Cc3ccccc3)c2c1=O)N1CCN(c2ccccn2)CC1	-3%	0.5%	-25	771
Cc1ccccc1-c1nc2sc(C)c(C)c2c(=O)o1	-5%	-0.2%	-3	767
COc1ccccc1C(=O)Nc1cc(Cl)ccc1-n1cncn1	-2%	-0.1%	-14	831
CCc1ccc(S(=O)(=O)NCc2cccnc2)cc1	-3%	0.6%	-10	830
O=C(c1ccc([N+](=O)[O-])s1)N1CCN(c2ccc(C(F)(F)F)cn2)CC1	3%	-0.3%	-12	743
COc1ccccc1Cn1c(=S)[nH]c2cc(C(=O)NCCN(C)C)ccc2c1=O	4%	0.3%	2	855
C=CCn1c(SCC(=O)NC2CC2)nnc1-c1cccs1	4%	1.0%[50 µM]	4	620

This is a subset; the hit share may differ from the screen's.
